Bioassay records from PubChem.
Insulin prom up: MIN6 insulin promoter up-regulation; MIN6 insulin promoter-GFP reporter, high-content imaging; active compounds read high; z-score at 5 µM; 190,000 compounds, 0.3% hits;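 active means z-score above 3 at 5 µM with at least 500 cells counted in the well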
WT yeast gro inh: growth inhibition of WT yeast, mitochondrial fusion screen | 190,000 compounds, 2.1% hits | inhibition, % at 10 µM | mitochondrial fusion phenotypic screen, WT strain; in the data active means inhibition above about 58%; tested in S. cerevisiae
Yfh1-depleted yeast: mitochondrial function rescue without frataxin homolog – Friedreich's ataxia, plus single-dose screen, dose response (AID 1465) | S. cerevisiae Yfh1-off respiration, WST-1 reduction, 72 h; higher fold induction means a stronger effect | 220,000 compounds, 0.074% hits | one-dose fold induction at 50 µM; EC50 in µM for titrated hits;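 active means fold induction of absorbance versus untreated yeast above a set limit, then at least 30% activation at any dose in follow-up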;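 further: activators that raise dye reduction in frataxin-depleted yeast; strong numbers were not always called active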
AID2073: disruptors of CaV2.2 binding to Mint1 – biochemical, HTRF (AID 2073). HTRF protein-protein interaction, Mint1-CaV2.2; higher % means a stronger effect. inhibition, % at 20 µM; hits with a dose series show IC50 in µM. 290,000 compounds, 0.19% hits; in the data active means inhibition mostly above about 51%, no sharp cut-off; further: some results filed as inactive read as strong as hits
HIV fusion peptide: inhibitors of HIV fusion peptide binding, primary screen, biochemical, uHTS, fluorescence dequenching (AID 1986); 290,000 compounds, 0.3% hits; one-dose inhibition, % at 20 µM; IC50 in µM for titrated hits; cell-free peptide binding, fluorescence dequenching, 30 min; higher % means a stronger effect; in the data active means inhibition mostly above about 52%, no sharp cut-off; inactive means mostly below about 76%; further: some results filed as inactive read as strong as hits
b-catenin transl: modulators of beta-catenin nuclear translocation; HeLa beta-catenin nuclear translocation, immunofluorescence imaging; nuclear translocation activity, % at 5 µM; 190,000 compounds, 0.3% hits; AID 1665;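 active means nuclear translocation activity above 50% at 5 µM, with a well cell count of 50 or more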;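 further: per-cell ratio of nuclear to cytoplasmic median beta-catenin stain intensity; plate controls were DMSO negative control for no effect and GSK-3 inhibitor IX positive control for full effect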
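Test system: HeLa cells, endogenous beta-catenin; Compound: single 5 µM dose plus 0.02–20 µM confirmation series; Times: compound exposure 24 h at 37°C; Signal: fluorescence imaging of beta-catenin antibody stain plus DAPI; Read-out: % activation, nuclear-to-cytoplasmic median beta-catenin signal ratio per cell.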
Autophagy HCS: modulators of autophagy; MEF GFP-LC3 puncta imaging; test concentration mostly 10 µM; calls only at 10 µM (by protocol); 190,000 compounds, 0.98% hits; AID 463193;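 active means percentage of spot-positive cells more than 3 SD above its plate mean, without a fluorescence outlier flag or 80% toxicity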;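 further: spot-positive cell cutoff set from DMSO-treated cells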
Dynein transport: blocks dynein driven cargo transport along microtubules | 3617.4 mouse cells, GR-EGFP nuclear translocation imaging; test concentration mostly 20 µM; stimulated with dexamethasone, 1 µM; active compounds read low | z-score, hits read low | 220,000 compounds, 0.47% hits | AID 1381;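 active means plate z-score of nuclear minus cytoplasmic receptor signal below a set negative limit, without overly bright fluorescence or cell loss, cut at about -3.5 in these data, passing the limit was not always enough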;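 further: z-score of nuclear minus cytoplasmic ring GR-EGFP intensity difference per well; some compounds called inactive have numbers as strong as hits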
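Buffer or medium – tet-free medium with charcoal-stripped serum · Signal – automated 10x imaging of fixed Hoechst-stained cells · Also added – dexamethasone agonist, 1.0 µM final, for 30 min · Incubation – induction 48 h, compound 1 h, agonist 30 min · Read-out – GR-EGFP nuclear translocation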
MT stabilize HCS: microtubule stabilizers in HeLa cells; HeLa tubulin immunostaining HCS, 24 h; share of cells brighter than vehicle mean+2SD; % tubulin-high responders, % at 10 µM; 200,000 compounds, 0.83% hits; AID 2205;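 active means plate Z-score above 3 for both tubulin-high and condensed-nucleus cell shares, with cell loss under 80%, at 10 µM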;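 further: anti alpha tubulin signal scored within the nucleus-defined area of each cell; some results filed as inactive read as strong as hits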
WT yeast gro inh mutant strain: recorded beside WT yeast gro inh, whose call it bears; inhibition, %; mitochondrial fusion phenotypic screen, mutant strain inhibition
Dynein transport cytoplasmic EGFP: also measured in Dynein transport; calls as there; z-score; measured here: cytoplasmic GR-EGFP intensity; active compounds read high
Dynein transport nuclear GR-EGFP: further read-out of Dynein transport, marked with its call; z-score; measured here: nuclear GR-EGFP intensity;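 lower value marks the stronger effect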
Dynein transport cell count: recorded beside Dynein transport, whose call it bears; z-score; measured here: cell count per field
Insulin prom up cell count: second read-out of Insulin prom up, no call of its own (marks repeat the call); cell count; measured here: cytotoxicity, nuclei count;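 total cells summed across four imaged fields per well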
b-catenin transl cell count 5 µM: further read-out of b-catenin transl, marked with its call; cell count; measured here: cell count, cytotoxicity flag
MT stabilize HCS Hoechst-high %: recorded beside MT stabilize HCS, whose call it bears; % Hoechst-high responders; measured here: nuclear condensation Hoechst responders;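 share of cells brighter than vehicle mean plus two SD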
MT stabilize HCS cytotoxicity %: further read-out of MT stabilize HCS, marked with its call; toxicity, %; measured here: cytotoxicity by cell density;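 0% = mean cell density of plate MIN control wells and 100% = no cells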
Autophagy HCS cell loss 18 h: also measured in Autophagy HCS; calls as there; toxicity, %; measured here: cell loss, nuclei count;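 cell loss after 18 h compound exposure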
* marks the source's active call; other numbers are inactive results; i = inactive; · = no result given; + = active, no number.

SMILES	Insulin prom up	Insulin prom up cell count	WT yeast gro inh	WT yeast gro inh mutant strain	Yfh1-depleted yeast	AID2073	HIV fusion peptide	b-catenin transl	b-catenin transl cell count 5 µM	Autophagy HCS	Autophagy HCS cell loss 18 h	Dynein transport	Dynein transport cytoplasmic EGFP	Dynein transport nuclear GR-EGFP	Dynein transport cell count	MT stabilize HCS	MT stabilize HCS Hoechst-high %	MT stabilize HCS cytotoxicity %
CCCS(=O)(=O)N1CCCC(C(=O)NCc2ccc3c(c2)OCO3)C1 (stereo not drawn)	-0.4	1401	4	-3	i	-1%	7.9%	-0.8	1267	i	27	0.14	-0.064	-0.1	-0.017	1.4	1.4	5.3
COC(=O)CNC(=O)c1c(-c2ccccc2Cl)noc1C	-0.55	1233	-3	6	i	3%	-1.7%	-7.8	1214	i	15	-0.77	-0.24	-0.15	0.86	7.0	3.3	7.5
COCCCNC(=S)NC1CCCCC1	0.13	1304	14	9	i	3%	3.1%	-6.2	542	i	3	0.44	-0.21	0.33	-0.055	3.0	2.6	4.1
COc1ccccc1NC(=O)c1cc(Cl)nc2ccccc12	-0.5	1453	·	·	i	18%	0.1%	-3.1	1199	·	·	-0.84	-0.15	-0.4	0.83	·	·	·
O=C(COc1cccc(NC(=O)c2cccc([N+](=O)[O-])c2)c1)c1ccc(Br)cc1	2	1388	53	13	i	1%	-0.6%	-0.4	1467	i	1	1	-0.23	0.13	-0.2	1.8	0.6	9.9
OCCNc1nc2ccccc2n1CCN1CCCCC1	·	·	10	16	i	-10%	-0.5%	1.3	1154	i	0	0.13	-0.25	0.0029	-0.53	2.1	1.1	6.3
CCCCOC(=O)CCc1nc2ccccc2[nH]c1=O	0.79	886	8	10	i	10%	4.0%	-0.5	1129	i	-3	-0.17	-0.25	-0.19	0.075	1.1	1.3	5.2
CC1(C)CC(=O)C2=C(C1)N(c1ccccc1)C(=O)CC2c1ccc(O)cc1 (stereo not drawn)	-1.1	1270	-8	1	i	-15%	1.0%	1.0	1109	i	-1	-0.89	-0.24	-0.5	0.8	3.7	1.6	6.0
CCOC(=O)Cc1csc(NC(=O)c2ccc(NC(C)=O)cc2)n1	-0.18	1082	-4	-8	i	0%	0.2%	-0.2	1209	i	27	-0.16	-0.2	-0.31	0.46	3.2	2.6	4.5
Cc1cc(C)cc(NC(=O)CC2NCCNC2=O)c1 (stereo not drawn)	·	·	1	-42	i	2%	3.2%	-15	1127	i	-1	-0.92	-0.014	-0.49	0.52	1.4	1.0	7.8
CCOC(=O)c1ccc(NC(=S)N2CCCC(C)C2)cc1 (stereo not drawn)	-0.89	1569	12	28	i	-16%	-1.4%	-1.6	1128	i	22	0.11	-0.085	0.24	-0.21	2.4	0.9	9.5
COc1ccc(-c2nnc(SCC(=O)N3CCCC(C)C3)o2)c(OC)c1 (stereo not drawn)	-0.61	967	-22	-26	i	-6%	-3.6%	-2.5	855	i	33	2.9	-0.19	2	-1.5	1.7	0.9	3.0
O=C(NCc1ccccc1)C1C2C=CC3(CN(Cc4cccnc4)C(=O)C13)O2 (stereo not drawn)	0.25	1204	1	13	i	2%	-0.3%	2.9	1393	i	-22	0.039	-0.21	0.19	0.3	2.0	1.8	12
CCc1nnc(NC(=O)CSc2ccc(-c3nc4ccccc4[nH]3)cn2)s1	-0.7	1350	-6	2	i	4%	-3.4%	1.0	1397	i	9	-0.28	-0.19	0.38	0.58	2.9	1.8	6.0
COc1ccc(C2CC(c3ccccc3)Nc3nc(NC(=O)c4cccs4)nn32)cc1 (stereo not drawn)	0.18	1350	-10	-3	i	25%	-3.4%	-1.4	1059	i	-4	0.051	-0.23	0.28	-0.02	2.6	1.0	5.1
COc1ccc(NC(=O)CCSCCc2ccccn2)cc1OC	-0.55	1594	-2	7	i	14%	-0.5%	-1.9	1098	i	14	-0.72	0.4	-0.026	0.46	2.0	2.3	3.2
CCN1CCc2nc(SCC(=O)Nc3ccc(OC)cc3)c(C#N)cc2C1	-0.36	917	6	5	i	-1%	-1.5%	-2.3	1103	i	14	-0.57	-0.19	0.039	0.45	2.1	2.2	6.4
Cc1ccsc1C(=O)N1CC(=O)Nc2ccccc21	-0.57	1253	-50	-13	i	-7%	-0.4%	0.3	1165	i	-2	0.3	-0.28	0.17	0.21	21	10	50
Nc1scc2c(C(=O)N/N=C/c3ccc(Cl)cc3)nn(-c3ccccc3)c(=O)c12	-0.09	1244	16	27	i	17%	-1.9%	-3.0	928	i	-37	-0.23	-0.041	0.22	-0.061	2.2	1.5	8.5
COc1cc([N+](=O)[O-])c(OC)cc1SCc1n[nH]c(=S)n1-c1ccc(F)cc1	0.14	1459	·	·	i	-10%	-4.6%	-2.0	988	·	·	0.22	-0.21	-0.0042	-0.63	·	·	·

Continued, starting with the last 2 of the part before.
SMILES	Insulin prom up	Insulin prom up cell count	WT yeast gro inh	WT yeast gro inh mutant strain	Yfh1-depleted yeast	AID2073	HIV fusion peptide	b-catenin transl	b-catenin transl cell count 5 µM	Autophagy HCS	Autophagy HCS cell loss 18 h	Dynein transport	Dynein transport cytoplasmic EGFP	Dynein transport nuclear GR-EGFP	Dynein transport cell count	MT stabilize HCS	MT stabilize HCS Hoechst-high %	MT stabilize HCS cytotoxicity %
Nc1scc2c(C(=O)N/N=C/c3ccc(Cl)cc3)nn(-c3ccccc3)c(=O)c12	-0.09	1244	16	27	i	17%	-1.9%	-3.0	928	i	-37	-0.23	-0.041	0.22	-0.061	2.2	1.5	8.5
COc1cc([N+](=O)[O-])c(OC)cc1SCc1n[nH]c(=S)n1-c1ccc(F)cc1	0.14	1459	·	·	i	-10%	-4.6%	-2.0	988	·	·	0.22	-0.21	-0.0042	-0.63	·	·	·
COc1ccc(C(=O)Nc2nc3ccccc3s2)cc1OC	-1.8	1580	68*	28*	i	34%	0.3%	-1.3	1548	i	-4	-0.39	-0.35	-0.18	0.88	2.0	2.7	6.5
COc1ccc(CCNS(=O)(=O)c2c(N)n(C)c(=O)n(C)c2=O)cc1OC	0.95	1236	6	7	i	8%	-1.1%	-1.0	1108	i	0	0.58	-0.36	0.014	0.54	2.7	3.0	5.8
COc1cccc(C(=O)Cn2c(=O)n(CC3CCCO3)c(=O)c3ccccc32)c1 (stereo not drawn)	·	·	-14	-11	i	-3%	2.6%	-2.9	1074	i	-4	-0.31	-0.37	0.12	0.64	1.3	0.7	7.8
Oc1ccccc1Nc1ncnc2c1oc1ccccc12	0.55	1094	-6	-1	i	23%	3.8%	-0.3	1250	i	13	3	-0.13	1.3	-1.5	2.7	2.0	2.4
CCOC(=O)c1sc(N/N=C/c2cccc(C)c2)nc1C	-0.83	1303	-12	8	i	-5%	-2.3%	0.8	1418	i	-25	-1.3	-0.15	-0.73	0.61	2.2	1.0	6.9
COC(=O)c1cn(-c2ccccc2)nc1-c1ccc(OC)cc1	0.05	1538	-3	-15	i	1%	-1.2%	0.1	920	i	10	-0.3	-0.4	0.18	0.68	1.9	2.0	5.2
COc1ccc(-c2ccc(/C=N/NC(=O)c3cccnc3)o2)c([N+](=O)[O-])c1	2.3	1113	0	6	i	20%	9.2%	-1.9	946	+	8.2*	-2.4	2.8	-0.17	1.4	3.1	1.9	5.6
CCOc1ccccc1NC(=O)c1cc(-c2ccncc2)nc2c(Cl)cccc12	-0.77	1291	38	7	i	22%	16%	0.4	1504	i	14	1.2	-0.29	1.4	-0.99	4.6	2.7	6.4
COc1ccccc1Nc1nc(-c2sc(NC(=O)c3cccc(Cl)c3)nc2C)cs1	·	·	37	-1	i	-4%	7.7%	·	·	i	-10	-1.4	-0.22	-1.1	0.54	4.2	2.9	2.7
CC1CCN(C(=O)C2CCC(CNc3c(N4CCCCC4)c(=O)c3=O)CC2)CC1 (stereo not drawn)	0.13	855	·	·	i	12%	0.3%	1.1	1306	·	·	-0.065	-0.02	0.79	-1.5	·	·	·
Cc1ccnc(SCCn2c(N3CCN(Cc4ccccc4)CC3)nc3c2c(=O)[nH]c(=O)n3C)n1	0.43	982	9	-5	i	-8%	1.1%	-0.7	1200	·	·	0.33	-0.17	0.18	-0.63	3.5	3.7	5.7
CCc1ccc(NC(=O)CS(=O)CC(=O)NCCCc2ccccc2)cc1 (stereo not drawn)	-0.42	1534	2	-5	i	12%	4.7%	-0.2	1315	i	-28	-0.19	-0.21	0.38	0.56	2.8	1.4	9.9
COCCNC(=O)Cn1cc(C(=S)N2CCCCC2)c2ccccc21	0.19	1545	-13	-7	i	-17%	-0.9%	-0.4	873	i	-17	1.2	-0.1	1.7	-1.7	3.1	1.9	11
O=C1C(=C2CCCCC2)SC(=S)N1Cc1ccco1	0.4	1180	-2	-7	i	35%	0.9%	-6.6	1049	i	2	0.74	-0.2	0.48	0.5	4.5	3.5	4.2
Cn1c(=O)[nH]c(=O)c2c1nc1n2CC(COc2ccc3ccccc3c2)O1 (stereo not drawn)	·	·	·	·	i	-11%	0.6%	0.4	1311	·	·	-0.32	-0.2	-0.075	0.3	·	·	·
COc1cccc(CNc2ccc(F)c(Cl)c2)c1O	·	·	30	41	i	·	·	·	·	i	5	-0.25	-0.46	-0.14	-0.11	3.7	2.1	13
NC(=O)CSc1nc(-c2ccccc2)nc2c1CCCC2	-0.25	1403	7	5	i	-7%	-2.0%	-0.3	1014	i	5	-0.43	-0.29	-0.27	0.26	1.8	2.0	5.0
O=C(Cn1cnc2ccccc2c1=O)NCC(=O)N1CCOCC1	-0.32	1116	0	6	i	6%	-0.3%	·	·	i	-1	1	-0.29	0.39	-0.29	2.3	1.8	6.8
